PI5P4Ka inh = qHTS for Inhibitors of phosphatidylinositol 5-phosphate 4-kinase (PI5P4K) | PI5P4Kalpha enzyme, ADP-Glo luminescence, 60 min; active compounds read low | max response, % | 330,000 tested, 1.2% active | AID 652105, 2013; active = max response of -50% or lower; inconclusive = between -30% and -50%; inactive = -30% or higher; also: value at the top dose of about 77 µM; % is scaled to controls: 0 for no effect and ±100 for the full control effect
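Single end-point luminescence (ADP-Glo) quantified ADP from PI5P4Kalpha turnover; ATP 5 microM final, 1 h at RT, 0.1% CHAPS and 0.28 mM EGTA in HEPES pH 7.4.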
WRN inhibitor = qHTS for Inhibitors of WRN Helicase | Bifunctional 3'-5' exonuclease/ATP-dependent helicase WRN (Homo sapiens), Q14191 | WRN helicase unwinding, fluorescent forked duplex, kinetic | Potency, µM (titrated, usually from 114 µM), without a hit: at the highest dose activity change, negative = inhibition, hits mostly inhibitors | 360,000 tested, 0.46% active | AID 651768, 2012; also: potency is read from the fitted curve at half-maximal effect; % is scaled to controls: 0 for no effect and ±100 for the full control effect; nearly all actives have a fitted effect of over 55% in size
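Enzyme (20 nM final) and test compound sit together 15 min at room temperature before substrate addition. Substrate is a single-forked duplex oligonucleotide (100 nM) labelled with fluorophore and quencher, with 2 mM ATP; helicase unwinding raises red fluorescence, read kinetically.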
CCT modulator = High-Throughput Screening for Modulators of Cytosolic Chaperonin Activity; purified chaperonin ATPase assay, HTRF ADP detection, 30 min; 360,000 tested, 0.3% active; activity change, % (test concentration not listed), hits read low; AID 651819, 2012; in the data active = activity change below about -30%; also: % is scaled to controls: 0 for no effect and ±100 for the full control effect
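Nucleotide hydrolysis assay: TRiC at 20–40 nM final (set by batch activity) with 10 uM ATP, 30 min at 37 °C, in presence of 76 uM compound. Detection by competitive ADP HTRF, 30 min ambient.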
IL2 activator = qHTS of IL-2 Activators; IL-2 activation reporter assay, cell-based qHTS; stimulated with anti-CD3/CD4/CD28 beads; in transgenic mouse T cells; activation, % (series mostly up to about 46 µM); 360,000 tested, 0.065% active; in the data active = activation above about 50%; inconclusive = mostly about 30% to 49%; also: 0% is about no effect
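Readout is EGFP and DsRed signal by fluorescent plate cytometry after 18 h at 37 degrees C. Transgenic mouse T cells (750/well) received compound for 60 min before bead stimulation (anti-CD3, anti-CD4, anti-CD28); memory T cells served as non-tolerant control.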
EPAC1 antagonist = qHTS for Antagonist of cAMP-regulated guanine nucleotide exchange factor 3 (EPAC1): primary screen; Rap guanine nucleotide exchange factor 3 (Homo sapiens), O95398; EPAC1 GEF assay, Rap1b-BODIPY-GDP exchange fluorescence; Potency, µM (top dose mostly 115 µM), for inactives: at the top dose activity change, negative = inhibition, actives largely listed as inhibitors; 360,000 tested, 0.14% active;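 also: potency is read from the fitted curve at half-maximal effect; plate controls were vehicle for no effect and positive control for full effect; nearly all actives have a fitted effect of over 50% in size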
Target sequence (O95398 whole entry, looked up): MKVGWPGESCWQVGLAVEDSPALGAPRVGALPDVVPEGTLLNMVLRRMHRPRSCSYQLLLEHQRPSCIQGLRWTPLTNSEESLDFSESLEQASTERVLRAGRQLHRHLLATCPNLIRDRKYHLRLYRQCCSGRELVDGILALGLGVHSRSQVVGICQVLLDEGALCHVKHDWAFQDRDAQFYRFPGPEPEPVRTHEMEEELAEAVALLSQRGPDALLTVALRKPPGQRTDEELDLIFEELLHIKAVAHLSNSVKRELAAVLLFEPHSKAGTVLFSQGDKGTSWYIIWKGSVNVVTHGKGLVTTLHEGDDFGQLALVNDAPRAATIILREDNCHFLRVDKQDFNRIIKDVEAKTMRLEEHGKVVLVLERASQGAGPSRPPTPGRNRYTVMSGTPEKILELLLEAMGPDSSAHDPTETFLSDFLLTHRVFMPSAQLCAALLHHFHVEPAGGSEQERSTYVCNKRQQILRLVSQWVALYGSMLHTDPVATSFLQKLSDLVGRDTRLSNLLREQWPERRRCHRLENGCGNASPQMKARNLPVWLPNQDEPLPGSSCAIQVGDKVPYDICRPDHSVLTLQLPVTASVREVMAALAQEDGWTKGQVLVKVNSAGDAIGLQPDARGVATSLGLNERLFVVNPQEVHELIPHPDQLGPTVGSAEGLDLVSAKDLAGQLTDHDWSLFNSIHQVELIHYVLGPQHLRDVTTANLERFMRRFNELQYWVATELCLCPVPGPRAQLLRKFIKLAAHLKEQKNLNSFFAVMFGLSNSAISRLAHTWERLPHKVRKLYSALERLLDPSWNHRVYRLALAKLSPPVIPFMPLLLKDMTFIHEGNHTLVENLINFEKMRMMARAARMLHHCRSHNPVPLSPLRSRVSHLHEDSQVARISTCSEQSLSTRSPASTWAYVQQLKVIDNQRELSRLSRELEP
EPAC1 ag = qHTS for Agonist of cAMP-regulated guanine nucleotide exchange factor 3 (EPAC1): primary screen; 360,000 tested, 0.073% active; AID 720707, 2013; Potency, µM (series often up to 154 µM), for inactives: at the top dose activation, most hits filed as activators; Rap guanine nucleotide exchange factor 3 (Homo sapiens), O95398; EPAC1 agonist qHTS, biochemical assay; response scale: 100% = response to 6.5 mM cAMP; also: potency is read from the fitted curve at half-maximal effect; nearly all actives have a fitted effect of over 60% in size
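Read-out is the fluorescence drop as BODIPY-GDP leaves Rap1B (480 nm excitation, 540 nm emission), recorded every 5 minutes over 30 minutes. Reactions held 100 nM EPAC1, 250 nM Rap1B–BODIPY-GDP and 50 uM GDP, with 6.5 mM cAMP setting full activation.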
PLK1 PBD inh = qHTS for Inhibitors of PLK1-PDB (polo-like kinase 1 - polo-box domain): Primary Screen; Plk1 PBD binding of FITC phosphopeptide, fluorescence polarization; Potency, µM, inactives show max response, negative = inhibition, actives largely listed as inhibitors; 360,000 tested, 2.8% active; AID 720504, 2013; also: potency is read from the fitted curve at half-maximal effect; series mostly up to about 57 µM; % is scaled to controls: 0 for no effect and ±100 for the full control effect; nearly all actives have a fitted effect of over 65% in size
EPAC2 ag = qHTS for Agonist of cAMP-regulated guanine nucleotide exchange factor 4 (EPAC2): primary screen | Rap guanine nucleotide exchange factor 4 (Homo sapiens), Q8WZA2 | EPAC2 activation, biochemical qHTS; response scale: 100% = 6.5 mM cAMP response | Potency, µM (top dose mostly 154 µM), for inactives: at the top dose activation, hits mostly activators | 360,000 tested, 0.079% active; also: potency is read from the fitted curve at half-maximal effect; nearly all actives have a fitted effect of over 50% in size
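Guanine nucleotide exchange by EPAC2 is measured as reduced fluorescence of BODIPY-GDP once it is released from 250 nM Rap1B. Plates are read kinetically for 30 min at room temperature; results are scaled to 6.5 mM cAMP.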
Starred values were filed as active, the others as inactive; ? = inconclusive; . = not tested or not shown; [ ] = another dose, or the depositor's remark. Unless noted, calls follow the shape of the dose curve; as a rule, active = well fitted curve in the direction sought with a large enough effect; inconclusive = small, poorly fitted or top-dose-only effect, or another doubt; inactive = no such curve, though single readings can be large; an effect the other way counts as inactive or inconclusive. These rows are one share of the data; the hit share may differ from the screen's.

Second line of a record – PI5P4Ka inh	WRN inhibitor	CCT modulator	IL2 activator	EPAC1 antagonist	EPAC1 ag	PLK1 PBD inh	EPAC2 ag
[1] CCOC(=O)c1cc(-c2cccc([N+](=O)[O-])c2)nc2[nH]c(=O)[nH]c(=O)c12
    -7	5%	-2.5	-1.7	-8%	-1%	-7%	4%
[2] Cn1c(=O)c2cc(NC(=O)NCc3ccc(Cl)cc3Cl)ccc2n1Cc1ccc(F)cc1
    -7	-5%	-1.9	0.0	-2%	8%	0%	-2%
[3] O=c1c2c(nc3cc(-c4ccccc4)[nH]n13)CCC2
    0	-8%	1.7	-1.0	-13%	2%	-4%	1%
[4] Cc1ccc(CNC(=O)CN2CCC(C(N)=O)CC2)cc1
    2	5%	-2.0	-1.2	4%	2%	-9%	8%
[5] COC(=O)c1cc2c(cc1NC(=O)CSCCc1ccccn1)OCO2
    -11	5%	-1.3	-0.6	9%	0%	-1%	-7%
[6] N#Cc1nc(-c2ccco2)oc1NCCCN1CCOCC1
    .	-1%	-1.0	-0.4	-4%	8%	-1%	-4%
[7] Cc1ccc(NS(=O)(=O)c2ccc(NC(=O)c3cccs3)cc2)c(C)c1
    7	-6%	-2.5	2.4	-10%	18%	-5%	8%
[8] Cc1ccc(S(=O)(=O)N(CC(=O)N/N=C/c2ccco2)Cc2ccccc2)cc1
    .	-24%	-0.3	-3.1	-6%	11%	-3%	7%
[9] Cc1c(C)c2ccc(OCC(=O)N3CCN(C(=O)C4COc5ccccc5O4)CC3)cc2oc1=O (stereo unspecified)
    -3	-1%	-1.8	-3.7	-3%	19%	-14%	11%
[10] CCn1nnnc1NCc1ccc(Cl)cc1
    6	-3%	0.5	0.1	-6%	-5%	-1%	2%
[11] O=C(O)Cc1coc2cc3c(cc12)CCC3
    -9	-11%	0.8	-0.6	-9%	10%	-1%	1%
[12] O=[N+]([O-])c1cc(-c2cccnc2)n[nH]1
    0	0%	-1.1	-0.6	-2%	6%	-4%	11%
[13] C=CCn1cc(C(=O)NCc2cccnc2)c(=O)c2cc(S(=O)(=O)N(CC)CC)ccc21
    1	-2%	-2.7	-2.7	-13%	5%	-11%	16%
[14] CC1CCN(C(=O)c2[nH]cnc2C(=O)N(C)Cc2ccccc2)CC1
    -4	-8%	-0.8	-0.1	10%	7%	1%	10%
[15] Cc1cc(NC(=O)Cn2nnc(-c3ccccc3N)n2)no1
    -9	?	-1.7	-2.5	-10%	0%	-9%	9%
[16] Cc1cc(C)n2cnnc2n1
    0	1%	0.7	-0.2	15%	1%	-5%	6%
[17] O=c1c2ccccc2oc2ccc(Oc3ccccc3)cc12
    15	-10%	-2.6	-2.6	8%	4%	4%	-1%
[18] CCOC(=O)CC1C(=O)NCCN1C(=O)c1ccc(F)cc1F (stereo unspecified)
    7	0%	-1.5	-0.3	-18%	7%	-2%	-8%
[19] CN(C)C(=O)c1ccc(-c2cc(C(F)(F)F)nn2C)s1
    5	9%	-0.4	-1.1	15%	6%	-9%	12%
[20] Fc1cccc(Cc2c(-c3ccccc3)nc3c(Cl)cc(C(F)(F)F)cn23)c1
    -7	1%	-4.4	3.9	9%	3%	-12%	1%

The last two compounds of the section above open the next one.
Second line of a record – PI5P4Ka inh	WRN inhibitor	CCT modulator	IL2 activator	EPAC1 antagonist	EPAC1 ag	PLK1 PBD inh	EPAC2 ag
[19] CN(C)C(=O)c1ccc(-c2cc(C(F)(F)F)nn2C)s1
    5	9%	-0.4	-1.1	15%	6%	-9%	12%
[20] Fc1cccc(Cc2c(-c3ccccc3)nc3c(Cl)cc(C(F)(F)F)cn23)c1
    -7	1%	-4.4	3.9	9%	3%	-12%	1%
[21] N#CC/C(N)=N/Nc1nc2ccccc2nc1Cc1ccccc1
    -3	4%	1.1	-0.1	-8%	-14%	-19%	6%
[22] C=C1C(=O)[C@]23C[C@H]1CC[C@H]2[C@]1(C)[C@@H](OC(C)=O)CC[C@@](C)(C(=O)OC)[C@H]1C[C@@H]3OC(C)=O
    4	-18%	0.4	-0.8	-18%	2%	?	3%
[23] COc1ccc(OCCN2CCC(C(=O)NC(c3ccc(OC)cc3)c3ccccn3)CC2)cc1 (stereo unspecified)
    -1	7%	0.1	-0.2	-10%	22%	-3%	7%
[24] Cc1ccsc1C(=O)N(CC(C)C)c1c(N)n(Cc2ccccc2)c(=O)[nH]c1=O
    1	-29%	-0.6	-3.3	-13%	0%	-7%	13%
[25] Cc1ccc(/C=C/C(=O)OCC(=O)NC(C)c2ccccc2)o1 (stereo unspecified)
    -6	-3%	2.0	0.4	-14%	-8%	-2%	-4%
[26] Cc1ccc(C(=O)NC(=S)NCCN2CCOCC2)cc1
    -1	5%	-0.5	-0.1	-29%	-1%	-7%	8%
[27] N#CC1(c2ccccc2)CCCN1C(=O)c1ccco1 (stereo unspecified)
    0	2%	-0.9	-0.4	0%	0%	-2%	-5%
[28] COc1ccc(-c2c(C(=O)c3ccccc3)[nH]c(N)c2C(N)=O)cc1OC
    9	-6%	1.9	0.1	1%	0%	-5%	6%
[29] CCOC(=O)CNC(=O)N1CCc2ccc(NC(=O)c3ccccc3Cl)cc2C1
    4	11%	-3.2	0.3	-3%	-4%	-1%	8%
[30] CCOc1ccccc1NC(=O)CCNS(=O)(=O)c1ccc(NC(C)=O)cc1
    -3	4%	-1.6	-0.2	5%	1%	0%	1%
[31] CCn1c(CCNC(=O)c2ccc(C)cc2)n[nH]c1=S
    0	-5%	2.0	-3.9	11%	-14%	-5%	8%
[32] COc1ccc(CC(N)c2csc(Nc3cc(Oc4ccccc4)ncn3)n2)cc1 (stereo unspecified)
    -5	-6%	-36*	-0.7	-6%	0%	-2%	5%
[33] COc1ccc2c(c1)c(CC(=O)Nc1cccc(S(N)(=O)=O)c1)c(C)n2C(=O)c1ccc(Cl)cc1
    -6	-2%	-1.7	-3.8	-21%	11%	-20%	11%
[34] COc1ccc(OC)c(S(=O)(=O)N(C)CC(=O)Nc2ccc3c(c2)OCCO3)c1
    0	-8%	-2.0	1.7	-15%	9%	0%	3%
[35] Cc1onc(-c2c(Cl)cccc2Cl)c1C(=O)c1c[nH]c(C(=O)NCCCN2CCOCC2)c1
    2	6%	-3.6	0.2	-4%	3%	-3%	-1%
[36] CCn1c(/C=N/n2cnnc2)nc2ccccc21
    .	-6%[57.1 µM]	-3.0	-1.1	-3%	4%	-8%	11%
[37] COC(=O)Cc1[nH]n(-c2nc3ccccc3s2)c(=O)c1C(C)=O
    -21	-15%	1.0	-0.6	9%	-8%	?	8%
[38] CCOC(=O)c1cnc(-n2nc(C)cc2C)[nH]c1=O
    1	11%	-1.5	-2.9	-5%	-8%	-15%	4%
[39] COc1ccc(/C=C/c2nnc(NC(=O)C(C)(C)C)s2)cc1
    0	-4%	-1.0	-1.5	7%	-4%	-4%	-2%
[40] CCCn1cnc2c(sc3nc4c(cc32)CSC(C)(C)C4)c1=O
    .	-2%	-2.0	-1.9	-15%	-3%	-7%	20%

(cont.)
Second line of a record – PI5P4Ka inh	WRN inhibitor	CCT modulator	IL2 activator	EPAC1 antagonist	EPAC1 ag	PLK1 PBD inh	EPAC2 ag
[41] CC1(NC(=O)CCc2ccccc2)CCN(CCCc2ccccc2)C1=O (stereo unspecified)
    -1	-1%	-1.1	-1.3	-2%	-7%	1%	4%
[42] O=C(COC(=O)CN=C1NS(=O)(=O)c2ccccc21)Nc1ccccc1OC(F)F
    0	-8%	-3.2	-0.1	1%	0%	7%	-4%
[43] COc1ccc(OC)c(/C=N/NC(=O)c2cc[n+](Cc3ccccc3)cc2)c1
    12	-7%	2.2	-2.7	-5%	-3%	0%	3%
[44] CCc1nnc(NC(=O)Nc2ccc(OC)cc2)s1
    23	-7%	-0.6	0.8	-12%	2%	-2%	-6%
[45] CC(Oc1ccc2c3c(c(=O)oc2c1)CCC3)C(=O)NCc1ccccn1 (stereo unspecified)
    6	9%	-1.2	-1.3	-6%	10%	-11%	3%
[46] Cc1csc(NC(=O)C2C3C=CC(C3)C2C(=O)O)n1 (stereo unspecified)
    .	3%	-0.1	-2.7	16%	6%	-9%	-1%
[47] COc1ccc(N2CCN(C(=O)CN(CCc3ccccc3)S(C)(=O)=O)CC2)cc1
    .	-10%[57.1 µM]	1.2	-2.5	12%	-2%	-13%	4%
[48] COc1cccc(NC(=O)CSc2nnc3c(n2)[nH]c2ccc(C)cc23)c1
    0	-3%	-0.6	-0.2	7%	8%	-11%	7%
[49] CN1CCN(C(c2cccc(C(F)(F)F)c2)c2nnnn2C(C)(C)C)CC1 (stereo unspecified)
    .	-6%	-1.2	-0.9	1%	-2%	-7%	5%
[50] Cc1ccc(SCC2CNc3nc4ccccc4c(=O)n32)c(C)c1 (stereo unspecified)
    -4	5%	1.1	-0.2	4%	-3%	0%	4%
[51] CC(=NCc1cccc(Cl)c1)c1nc(-c2ccco2)oc1O
    0	-13%	-2.2	-0.7	-12%	8%	1%	3%
[52] O=C(CN1C(=O)C2CC=CCC2C1=O)N1CCN(c2ccc([N+](=O)[O-])cc2)CC1 (stereo unspecified)
    -16	-8%[57.1 µM]	-1.2	-0.1	-21%	-1%	-5%	6%
[53] CSc1ncccc1C(=O)N1CCCC(C(=O)c2ccc3ccccc3c2)C1 (stereo unspecified)
    2	-1%	-2.0	-2.2	-2%	-1%	-3%	7%
[54] On1c(-c2ccccc2Cl)nc2ncccc21
    0	-8%	-2.0	8.6	-9%	20%	-3%	7%
[55] C[C@@H](C(=O)NC1CCCCC1)N1C(=O)N2CCc3c([nH]c4ccccc34)[C@@]2(C)C1=O
    -2	-3%	-0.5	-0.3	-13%	-1%	-6%	7%
[56] O=C(N/N=C/c1ccc2c(c1)OCO2)C1CC1
    -4	4%	-0.2	-4.7	32%	-3%	-4%	7%
[57] COc1ccc(NC(=O)c2cccnc2SC)cc1S(=O)(=O)N1CCCCC1
    1	-7%	-1.9	-0.1	-10%	-2%	-1%	2%
[58] Cc1ccc(C(C)NC(=O)c2ccco2)cc1C (stereo unspecified)
    .	9%	0.9	-2.4	2%	14%	-7%	4%

Bioassay records (PubChem BioAssay)
